Assay outcomes: PubChem BioAssay, Sanford-Burnham Center for Chemical Genomics
APJ agonist = activates the human apelin receptor APJ; CHO-K1 APJ PathHunter beta-arrestin, luminescence; 0% DMSO wells, 100% apelin; AID 2520; P35414; 0.11% of 330,000 active; activation, % at 20 µM;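 active means activation more than six SD over the plate average, tested at 20 µM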;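 further: 0% = DMSO alone and 100% = apelin-13 at 10 nM; some results filed as inactive read as strong as hits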
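Assay system – PathHunter CHO-K1 APJ (AGTRL-1) beta-arrestin reporter cells · Compound – one dose, 20 µM compound, 1% DMSO · Timing – compound 90 min 25 °C, reagent 1 h · Measured by – luminescence from split beta-galactosidase complementation, Galacton Star/Emerald II substrate · Measure – beta-arrestin recruitment to APJ as agonist activity, luminescent signal · Benchmarks – DMSO vs Apelin-13 10 nM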
CXCR6 block = CXCR6 (human) receptor inhibition | AID 602244 | CHO-K1 PathHunter CXCR6 beta-arrestin, luminescence | 0.36% of 360,000 active | inhibition, % at 20 µM; in the data active means inhibition above about 34%, passing the limit was not always enough;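 further: antagonist mode with CXCL16 agonist at 10 nM final; 0% = 10 nM CXCL16 with DMSO and 100% = unstimulated wells without agonist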
APJ antagonist = blocks the human apelin receptor APJ; P35414; CHO-K1 APJ beta-arrestin complementation, luminescence; inhibition, % at 20 µM; 0.32% of 330,000 active; AID 2521;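 active means inhibition above about 40% at 20 µM, limit read from the data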;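 further: cells challenged with 10 nM apelin-13 agonist together with compound; plate controls were apelin-13 plus DMSO wells for no effect and DMSO wells lacking apelin-13 for full effect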
TIM10 inh = TIM10 yeast growth inhibition; AID 463195; S. cerevisiae TIM10 strain growth, BacTiter-Glo luminescence, 24 h; 1.4% of 330,000 active; inhibition, % at 10 µM;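 active means inhibition of 40% or more at the single tested concentration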;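 further: wild-type TIM10 isogenic control strain grown at permissive 25 °C; 0% = DMSO yeast wells and 100% = minimal medium wells without yeast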
XBP1 UPR activ = activators of adaptive arm of unfolded protein response (XBP1); AID 463104; 0.33% of 330,000 active; activation, % at 20 µM; CHO-XBP1 luciferase reporter, IRE1-XBP1 UPR activation, luminescence; percent of tunicamycin response, DMSO as zero;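 active means versus positive control, 20 µM dose yields 30% or more activation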;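 further: 100% = tunicamycin at 10 µg/mL and 0% = DMSO only wells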
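assay system = CHO-XBP1 luciferase reporter cells | amount = 1000 cells/well | buffer or medium = F12 plus 10% FBS | compound dosing = single point, 20 µM final compound, 1% DMSO | incubation = 16-18 h cell attachment at 37 °C, then 6 h compound exposure | detection = Steady-Glo luminescence read | controls = tunicamycin 10 µg/mL and vehicle-only wells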
tim10-1 inh = growth inhibitors of tim10-1 mutant yeast; 2.2% of 330,000 active; inhibition, % at 20 µM; S. cerevisiae tim10-1 ts strain growth, BacTiter-Glo, 24 h; AID 463190;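 active means inhibition of at least 40%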;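 further: mutant grown at 25 °C; 0% = DMSO wells with yeast and 100% = wells holding no yeast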
UPR CHOP act = activators of apoptotic arm of unfolded protein response (CHOP); CHO-CHOP luciferase reporter, UPR activation, luminescence; percent of tunicamycin response over DMSO baseline; activation, % at 10 µM; 0.34% of 330,000 active;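 active means at 10 µM dose, activation of 40% or more, normalized to positive control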;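 further: 100% = tunicamycin at 10 µg/mL and 0% = DMSO alone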
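Assay system: CHO-CHOP cells, stable luciferase reporter of PERK-eIF2a-CHOP signalling / Buffer or medium: F12 plus 10% serum / Compound dosing: one dose, 10 µM in 0.5% DMSO / Times: 6 h compound treatment, 37 °C / Technique: luciferase luminescence / Read-out: % reporter activation, DMSO baseline versus tunicamycin full activation / Benchmarks: tunicamycin and DMSO controls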
tim23-1 inh = tim23-1 yeast growth inhibition. S. cerevisiae tim23-1 growth, BacTiter-Glo luminescence, 24 h. 1.3% of 330,000 active. inhibition, % at 20 µM. AID 463212;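 active means growth inhibition of the mutant yeast at or above 50%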;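 further: temperature-sensitive mutant grown at 25 °C; plate controls were DMSO-treated mutant yeast for no effect and medium wells lacking yeast for full effect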
Mdm2 MdmX PPI = human Mdm2/MdmX binding inhibition; O15151+Q00987; SaOS-2 split-luciferase Mdm2/MdmX complementation, luminescence; inhibition, % at 8 µM; 3% of 330,000 active;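 active means inhibition of at least 50% at 8 µM in the primary screen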
Target sequence (O15151 whole entry, looked up): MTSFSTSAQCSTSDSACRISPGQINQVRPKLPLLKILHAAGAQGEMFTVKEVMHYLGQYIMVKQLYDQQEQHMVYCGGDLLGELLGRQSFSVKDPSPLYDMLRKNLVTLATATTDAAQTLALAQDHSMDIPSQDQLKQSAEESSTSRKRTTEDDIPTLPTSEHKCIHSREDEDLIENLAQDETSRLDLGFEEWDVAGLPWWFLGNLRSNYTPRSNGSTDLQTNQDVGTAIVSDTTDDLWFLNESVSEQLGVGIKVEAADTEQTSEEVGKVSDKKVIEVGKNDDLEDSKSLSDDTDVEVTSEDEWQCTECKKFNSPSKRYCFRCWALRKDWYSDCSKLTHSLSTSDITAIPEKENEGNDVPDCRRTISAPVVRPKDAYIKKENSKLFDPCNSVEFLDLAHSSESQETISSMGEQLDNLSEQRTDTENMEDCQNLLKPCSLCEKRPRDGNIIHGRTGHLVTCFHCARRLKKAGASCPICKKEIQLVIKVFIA
Target sequence (Q00987 whole entry, looked up): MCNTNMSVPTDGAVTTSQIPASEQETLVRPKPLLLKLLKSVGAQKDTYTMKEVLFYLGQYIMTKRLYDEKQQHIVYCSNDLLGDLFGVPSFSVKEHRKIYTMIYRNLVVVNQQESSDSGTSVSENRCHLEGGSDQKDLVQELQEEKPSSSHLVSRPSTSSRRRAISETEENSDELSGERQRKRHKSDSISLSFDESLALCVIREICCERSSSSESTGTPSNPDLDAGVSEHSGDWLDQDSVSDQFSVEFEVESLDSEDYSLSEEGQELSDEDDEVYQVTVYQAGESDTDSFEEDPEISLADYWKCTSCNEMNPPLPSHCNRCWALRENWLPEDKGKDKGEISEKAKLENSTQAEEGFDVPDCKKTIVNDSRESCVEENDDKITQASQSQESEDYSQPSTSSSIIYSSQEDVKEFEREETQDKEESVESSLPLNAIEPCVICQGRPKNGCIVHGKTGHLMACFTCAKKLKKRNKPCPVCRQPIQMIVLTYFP
* = called active by the depositor; nt = no result given. This is a subset; the hit share may differ from the screen's.

SMILES	APJ agonist	CXCR6 block	APJ antagonist	TIM10 inh	XBP1 UPR activ	tim10-1 inh	UPR CHOP act	tim23-1 inh	Mdm2 MdmX PPI
Cc1cc(NS(=O)(=O)c2ccc(C(C)C)cc2)no1	2	-8	-20	9	0	19	1.4	12	8
CCn1c(=O)c([N+](=O)[O-])c(NCCN(C)C)c2ccccc21	-1	-9	21	2	-2	3	1.8	2	12
Cc1cc(=O)n2nc(N3CCC(C(=O)Nc4cccc(Cl)c4C)CC3)sc2n1	-1	-2	23	-5	-5	22	3.6	13	20
COc1ccc(/C=N/O)cc1COc1ccc(NC(C)=O)cc1	-2	4	2	11	0	17	-3.0	3	20
O=C(O)c1ccccc1N1C(=O)C2C3CCC(C3)C2C1=O (stereo not drawn)	-2	2	-3	3	3	9	2.9	-1	-1
NC(=O)c1ccccc1NC(=O)/C=C/c1ccccc1	-2	2	11	4	3	12	7.8	8	-102
Cn1c(SCC(=O)NCC2CCCO2)nnc1-c1c[nH]c2ccccc12 (stereo not drawn)	-2	2	9	-11	3	12	-1.1	18	28
CC1CCCCC1NC(=O)c1nnc(Cc2ccc(Cl)cc2)o1 (stereo not drawn)	-3	0	-21	2	1	28	0.4	12	4
NC(=O)CC[C@@H]1NC(=O)[C@@H]2CCCN2C(=O)c2cc([N+](=O)[O-])cc(I)c2NCCC[C@@H](C(=O)NC(CC(=O)O)C(N)=O)NC1=O (stereo partly drawn)	2	nt	25	-1	-1	-1	1.8	6	9
COc1ccccc1/C=N/NC(=Nc1ccc(C)cc1)c1nc2ccccc2s1	-4	nt	6	14	-5	33	-3.1	-1	16
CN(c1ccccc1)S(=O)(=O)c1cccc(NC(=O)Cc2ccc(Cl)cc2)c1	-1	-12	-6	0	-2	12	-0.3	15	17
Cc1nn2c(NCCCN(C)C)c3c(nc2c1-c1ccccc1)CCCC3	-3	1	24	-1	-3	-1	0.7	-32	39
CNC[C@H]1Oc2c(NS(=O)(=O)c3ccc(OC)cc3)cccc2C(=O)N([C@H](C)CO)C[C@H]1C	0	-16	6	4	-1	-4	1.8	2	10
CC[C@]1(c2ccccc2OC)C(=O)N(C(=O)OC)N1C(=O)OC	7	8	2	-1	0	-16	-2.2	0	26
Cc1nc(Nc2ccccc2F)c2nnn(Cc3ccccc3Cl)c2n1	1	-5	0	0	-1	-9	4.6	-14	5
CC/C(=N\Nc1ccnc2cc(Cl)ccc12)c1ccc(O)cc1	1	5	-9	-6	-4	-4	3.2	21	37
Cc1ccc(C23CC4CC(CC(C(=O)NN)(C4)C2)C3)cc1	-1	12	7	-12	-1	4	-1.4	25	-11
CN1CCN(C(=S)SCC(=O)N2CCCc3ccccc32)CC1	2	-3	-21	0	-2	-10	1.6	0	10
COc1ccc(F)cc1C(=O)C1CCCN(C(=O)c2cccc(N(C)C)c2)C1 (stereo not drawn)	-4	-2	-17	0	-3	-5	1.8	8	-18
Cc1cccc(C)c1NC(=O)C(NC(=O)CN1C(=O)c2ccccc2C1=O)c1ccccc1 (stereo not drawn)	-3	-7	-2	9	0	13	1.8	-9	-4
CCOC(=O)CCSc1nc(C)c2cc(C)ccc2n1	-1	-4	16	3	7	3	3.9	24	-4
CCCC(=O)Nc1nn(C)c2nc3c(C)cccc3cc12	3	-15	-4	17	0	22	-1.1	10	12
NC(=O)CC(NC(=O)c1ccccc1)c1ccc(NCCOc2ccccc2)c([N+](=O)[O-])c1 (stereo not drawn)	2	15	12	4	0	3	1.3	17	-25
Cc1ccc(NC(=O)OCCNC(=O)c2ccncc2)cc1	-2	-4	10	-7	0	9	0.8	7	6
Fc1ccc(-c2nnc(Cc3nnc(-c4ccc(F)cc4)o3)o2)cc1	-4	2	4	13	-1	22	-1.9	29	26
CC(C)COc1ccc(-c2nnn(CC(=O)N3CCCC3)n2)cc1	-3	-5	2	1	0	2	0.7	7	-13
CSc1nc2ccc(NC(=O)c3c(-c4ccccc4)noc3C)cc2s1	3	6	9	16	3	-3	0.0	-3	34
Cc1ccc(C(=O)NNC(=O)CSc2nnc3c(n2)[nH]c2ccc(F)cc23)cc1	1	-5	7	-25	0	8	-1.2	-16	7
COc1ccccc1CNC(=O)COC(=O)c1ccco1	-2	0	3	2	-2	-3	4.0	10	-5
CCCCn1nc2cc(C(=O)NCc3ccccc3)ccc2c1OCC	-3	4	15	-15	0	20	-1.5	31	0
O=S(=O)(NCCc1csc(-c2cccnc2)n1)c1ccc(F)cc1	-2	-13	9	13	-9	27	-0.1	28	10
COc1ccc(S(=O)(=O)Nc2ccc(Cl)cn2)cc1	0	5	-8	-4	-5	4	-2.4	6	-1
O=C(O)c1cc(-c2cccc3ccccc23)nc2ccccc12	-1	-2	15	-1	0	-3	0.9	5	1
CCn1ncc(/C=C/C(=O)C2CC2)c1C	2	3	25	4	3	7	1.5	12	-1
Nc1ccc(NC(=O)c2cccs2)c(Cl)c1	-2	-2	1	3	2	10	1.1	7	-9
COc1ccc(NC(=O)CNc2cc(S(=O)(=O)N3CCOCC3)ccc2N2CCOCC2)c(OC)c1	-1	4	0	2	0	-3	1.0	8	3
Cc1c(C)n(Cc2ccccc2)c2ccc(C(=O)NCCN3CCOCC3)cc12	2	2	-7	0	-3	-4	2.8	-14	23
Cc1cccc(C(=O)NCC(=O)NC2CCN(Cc3ccccc3)CC2)c1	-5	9	11	-11	-3	-20	-1.4	-10	17
COC(=O)c1[nH]c2ccc(C)cc2c1NC(=O)CCN1CCN(Cc2ccc3c(c2)OCO3)CC1	8	-4	-20	10	0	-4	0.0	6	27
CS(=O)(=O)Nc1ccc(C(=O)NCc2ccc3c(c2)OCO3)cc1	-1	4	15	-2	0	3	-1.2	-1	8
Oc1ccc(-c2nc3ccccc3s2)c(O)c1	-6	-2	-17	32	4	-5	3.6	-58	-227
O=C(c1ccccc1)n1nnc2ccccc21	3	6	9	-13	4	-8	0.3	20	-16
O=C1CCCC/C1=C\Nc1ccccc1C(=O)O	-3	2	15	4	0	-2	-0.3	-3	22
CN(C)CCCN(C(=O)c1ccc(S(=O)(=O)N2CCc3ccccc32)cc1)c1nc2c(Cl)cccc2s1	3	21	19	25	5	24	3.7	1	30
CC(=O)c1ccc(N2CCN(C(=O)CN(C)S(=O)(=O)c3cnc[nH]3)CC2)cc1	-2	-13	-3	8	1	0	2.0	-3	1

Arranged by count of non-hydrogen atoms (low to high): three of the compounds above.
SMILES	APJ agonist	CXCR6 block	APJ antagonist	TIM10 inh	XBP1 UPR activ	tim10-1 inh	UPR CHOP act	tim23-1 inh	Mdm2 MdmX PPI
O=C1CCCC/C1=C\Nc1ccccc1C(=O)O	-3	2	15	4	0	-2	-0.3	-3	22
Cc1cccc(C(=O)NCC(=O)NC2CCN(Cc3ccccc3)CC2)c1	-5	9	11	-11	-3	-20	-1.4	-10	17
Cc1c(C)n(Cc2ccccc2)c2ccc(C(=O)NCCN3CCOCC3)cc12	2	2	-7	0	-3	-4	2.8	-14	23

(continued)
SMILES	APJ agonist	CXCR6 block	APJ antagonist	TIM10 inh	XBP1 UPR activ	tim10-1 inh	UPR CHOP act	tim23-1 inh	Mdm2 MdmX PPI
O=C(NCc1ccccc1)C1=C[C@H](c2ccc(Br)cc2)C[C@H](OCc2ccc(CO)cc2)O1	-2	8	9	5	-5	16	-1.8	13	25
O=C(OCCNc1ccc(C(F)(F)F)cc1[N+](=O)[O-])c1cc2ccccc2oc1=O	0	1	-3	-16	-2	-13	-0.7	2	0
COc1ccccc1Nc1nc(-c2cccs2)cs1	0	2	-7	25	7	27	4.5	33	-165
Cc1sc(-n2cccc2)c(C(=O)O)c1C	-1	-5	-7	5	-1	15	0.1	19	13
NC(=O)C1(NC(=O)[C@@H]2CC3(CC(c4cccc(NC(=O)[C@@H]5CCC(=O)N5)c4)=NO3)CN2C(=O)Cc2ccc(Cl)cc2)CC1 (stereo partly drawn)	-3	-2	15	3	2	-5	0.5	3	1
COc1cccc(-c2ccc(=O)n(CC(=O)Nc3ccc(S(=O)(=O)NCC(C)C)cc3)n2)c1	-1	nt	-41	17	1	11	0.1	16	-2
Cc1ccccc1NC(=O)c1sc(Cl)nc1C	3	0	-12	-7	1	8	0.4	9	1
O=C(CSc1nccn1Cc1ccccc1)Nc1ccccc1	0	-6	-5	4	2	30	6.2	29	-24
N#C/C(=C\c1ccc(O)c(O)c1)C(=O)N1CCCC1	-1	20	22	4	2	11	-0.6	2	18
COCC(=O)Nc1ccccc1Br	-4	-1	-8	-8	-2	-7	-2.9	11	3
CC(C)(C)NC(=O)NC(=O)COC(=O)c1cccc(NS(=O)(=O)c2ccc(F)c(F)c2)c1	0	-10	-14	-4	-5	2	-0.6	12	10
CC(=O)Nc1cccc(NC(=O)CSc2nc(=O)n(CCN3CCOCC3)c3c2CCCC3)c1	-1	2	17	6	-1	-10	0.4	-1	3
O=C(c1ccco1)N1CCN(c2ncnc3scc(-c4ccccc4)c23)CC1	-11	11	13	44*	-1	47*	1.3	28	30
COC(=O)c1ccc(COc2ccc3c4c(c(=O)oc3c2)CCC4)o1	-2	4	-5	-19	2	3	4.4	-11	-22
Cc1ccc(OCC(=O)N(Cc2nnc(-c3ccccc3Cl)o2)C2CC2)cc1C	-2	-2	19	-5	-1	25	-0.7	19	7
Cc1cc(C(=O)NCCN2C(=O)S/C(=C\c3cccs3)C2=O)ccc1[N+](=O)[O-]	1	-13	12	23	3	26	0.6	17	7
Cc1csc(=O)n1CC(=O)OCC(=O)Nc1ccc(C(N)=O)cc1	-3	-2	5	3	-2	-5	-0.2	-5	-8
CN(C)S(=O)(=O)c1ccc(C(=O)N2CCN(S(=O)(=O)c3cccs3)CC2)cc1	-2	-1	8	-1	-2	4	-1.0	-2	6
COc1ccc(Cc2nnc(Nc3ccc(Cl)cc3)[nH]c2=O)cc1	-2	2	-16	3	2	13	4.3	8	13
Cc1ccc(S(C)(=O)=N/C=C2\C(=O)c3sccc3N(C)S2(=O)=O)cc1 (stereo not drawn)	-4	-8	12	5	-1	13	0.4	-3	-3
COc1ccc(C(=O)CNc2ccc3ccccc3c2)cc1	-5	6	18	21	3	-4	2.8	-2	-13
CC(=O)Nc1nc(C)c(-c2csc(Nc3ccc(O)cc3)n2)s1	5	4	-5	6	-1	7	14	15	66*
CN(C)C(CNC(=O)c1cc(-c2ccco2)nc2ccccc12)c1ccccc1 (stereo not drawn)	-3	-3	10	-7	-2	5	0.5	11	-2
CCOC(=O)CSc1snnc1-c1ccccc1	-4	1	2	2	3	17	-1.9	12	37
CC(=O)N(CC(=O)Nc1nn(-c2ccccc2)nc1C(N)=O)Cc1ccccc1	-4	-5	10	8	0	0	1.2	5	20
Nc1nonc1C(=O)NCCNCc1cc(Br)ccc1OCc1ccccc1F	0	-22	-3	14	0	29	4.4	16	21
CCCC(=O)c1ccc(N2CCN(C(=O)c3ccccc3)CC2)c(F)c1	-4	-12	-1	21	-2	38	2.7	40	20
